COUP-TFII inh: inhibitors of human COUP-TFII (NR2F2) | P24468 | HEK293T NGFI-A luciferase reporter, luminescence | inhibition, % at 8.6 µM | 0.7% of 370,000 active | AID 686940;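 active = inhibition above a per-plate cutoff, mean inhibition of test wells between control levels plus 3 SD, cut at about 38% in these data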;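 also: cells cotransfected with COUP-TFII expression vector driving the NGFI-A reporter; 0% = median of COUP-TF2 test wells and 100% = reporter-only cells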
NR5A2 inv ag: inverse agonists of human LRH-1 (NR5A2) | O00482 | HEK293T StAR-luciferase reporter, LRH-1 transfected, 24 h | inhibition, % at 3.6 µM | 0.13% of 360,000 active;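 active = inhibition above the mean inhibition of all tested compounds plus 3 SD, cut at about 73% in these data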;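 also: 0% = DMSO wells and 100% = reporter-only cells lacking LRH-1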
SRC2 inh: inhibits human steroid receptor coactivator 2; Q15596; HEK293 GAL4-SRC2 luciferase reporter, luminescence; inhibition, % at 9 µM; 0.17% of 370,000 active; AID 651957;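 active = inhibition above the mean inhibition of all tested compounds plus 3 SD, set per campaign, cut at about 52% in these data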;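 also: 0% = DMSO treated cells and 100% = cells given Gossypol at 36 µM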
TLR9-MyD88 block: blocks human TLR9 binding to MyD88 | CHO BLA complementation TLR9-MyD88, CCF4 FRET ratio | inhibition, % at 4.98 µM | 0.21% of 340,000 active;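 active = inhibition above the mean over all tested compounds plus 3 SD, cut at about 21% in these data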;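 also: 0% = DMSO only wells and 100% = clavulanate BLA inhibitor control wells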
Target sequence (Q99836 whole entry, looked up): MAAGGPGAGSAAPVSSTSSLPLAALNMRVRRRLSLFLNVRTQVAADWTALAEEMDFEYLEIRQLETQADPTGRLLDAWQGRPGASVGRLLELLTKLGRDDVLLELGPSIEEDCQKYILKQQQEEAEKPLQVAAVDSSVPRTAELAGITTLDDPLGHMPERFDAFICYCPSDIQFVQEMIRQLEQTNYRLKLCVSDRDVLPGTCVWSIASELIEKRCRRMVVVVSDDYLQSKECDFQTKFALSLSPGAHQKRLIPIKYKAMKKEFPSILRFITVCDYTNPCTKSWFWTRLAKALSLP
Target sequence (Q9NR96 whole entry, looked up): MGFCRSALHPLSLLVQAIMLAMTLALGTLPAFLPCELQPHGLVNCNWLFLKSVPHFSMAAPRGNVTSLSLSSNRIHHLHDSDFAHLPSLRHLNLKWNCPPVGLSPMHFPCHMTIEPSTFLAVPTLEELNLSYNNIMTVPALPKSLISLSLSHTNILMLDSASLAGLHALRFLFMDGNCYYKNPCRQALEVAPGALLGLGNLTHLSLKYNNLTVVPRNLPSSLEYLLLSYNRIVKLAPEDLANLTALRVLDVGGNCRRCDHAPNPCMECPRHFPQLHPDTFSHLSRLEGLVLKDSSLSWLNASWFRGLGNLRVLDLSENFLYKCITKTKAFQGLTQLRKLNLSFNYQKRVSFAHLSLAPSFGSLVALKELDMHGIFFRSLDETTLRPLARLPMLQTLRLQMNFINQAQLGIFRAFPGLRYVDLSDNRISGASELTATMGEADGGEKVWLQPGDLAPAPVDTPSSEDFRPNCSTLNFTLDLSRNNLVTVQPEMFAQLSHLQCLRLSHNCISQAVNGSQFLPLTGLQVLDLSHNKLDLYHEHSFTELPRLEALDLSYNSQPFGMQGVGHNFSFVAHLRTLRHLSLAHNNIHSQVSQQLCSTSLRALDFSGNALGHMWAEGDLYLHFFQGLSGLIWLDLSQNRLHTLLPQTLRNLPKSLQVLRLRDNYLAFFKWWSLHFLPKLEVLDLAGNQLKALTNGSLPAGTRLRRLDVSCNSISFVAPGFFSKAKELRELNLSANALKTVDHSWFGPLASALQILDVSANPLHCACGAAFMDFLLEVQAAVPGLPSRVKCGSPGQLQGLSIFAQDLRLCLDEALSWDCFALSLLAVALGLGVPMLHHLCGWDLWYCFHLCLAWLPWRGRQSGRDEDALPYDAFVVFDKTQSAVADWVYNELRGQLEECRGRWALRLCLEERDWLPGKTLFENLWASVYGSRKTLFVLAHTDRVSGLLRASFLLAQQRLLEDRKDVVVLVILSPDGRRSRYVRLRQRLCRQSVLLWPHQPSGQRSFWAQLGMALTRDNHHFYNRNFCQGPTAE
NOD2-RIPK2 inh: NOD2-RIPK2 protein interaction inhibition; O43353; CHO BLA complementation NOD2-RIPK2, CCF4 ratio; inhibition, % at 4.98 µM; 0.38% of 360,000 active; in the data active = inhibition above about 21%;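 also: 0% = vehicle only and 100% = reference blocker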
NCOA3 inh: inhibits human SRC3 coactivator; Q9Y6Q9; 0.17% of 360,000 active; HEK293 GAL4-SRC3 luciferase reporter, luminescence; AID 588352; inhibition, % at 3.6 µM;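 active = inhibition above a per-campaign cutoff, the mean of all compounds plus 3 SD, cut at about 60% in these data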;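 also: 0% = DMSO-treated cells and 100% = gossypol-treated cells at 36 µM; higher means less SRC3-driven luciferase light from the GAL4 reporter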
TWEAK Fn14 block: inhibitors of TWEAK-Fn14 interaction signaling; 2% of 360,000 active; inhibition, % at 10 µM; TWEAK-stimulated Fn14 reporter cells, luciferase luminescence, 8 h; in the data active = inhibition above about 50%
TROY NFkB inh: TROY signaling inhibition; 0.98% of 360,000 active; AID 1347056; inhibition, % at 10 µM; Q293 LMP1-TROYcd NF-kB luciferase reporter, 4 h;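 active = compounds whose plate-normalised and pattern-corrected inhibition of the luciferase reporter signal at the single screening dose is 50% or more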
Exocytosis inh: blocks lytic granule exocytosis | TALL-104 LAMP-1 surface exposure, flow cytometry; cells stimulated with thapsigargin and PMA | inhibition, % at 10 µM | 0.66% of 360,000 active | AID 651702;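 active = inhibition above about 55%, limit read from the data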
SRC1 inh: human NCOA1 inhibition; 0.12% of 360,000 active; HEK293 GAL4-SRC1 luciferase reporter, luminescence; Q15788; inhibition, % at 3.6 µM; AID 588354;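 active = inhibition above the campaign mean plus 3 SD, with each screening campaign given its own cutoff, cut at about 60% in these data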;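 also: 0% = DMSO treated cells and 100% = gossypol at 36 µM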
ABHD5 PLIN5 PPI: ABHD5-PLIN5 protein interaction inhibition. Q00G26+Q8WTS1. inhibition, % at 4 µM. 0.78% of 360,000 active. AID 602281. Split G. princeps luciferase complementation, luminescence, 4 h;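 active = inhibition above the mean inhibition across every tested compound plus 3 SD, cut at about 22% in these data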;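 also: 0% = DMSO only wells and the 100% control is not disclosed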
Starred values were filed as active, the others as inactive. These rows are one share of the data; count on the stated rates, not on these rows.

How did O=C(CCNC(=O)c1ccc(Br)cc1)Nc1cccc(S(=O)(=O)N2CCCCC2)c1 do in these assays?
COUP-TFII inh: -7; NR5A2 inv ag: -11; SRC2 inh: -15; TLR9-MyD88 block: -5; NOD2-RIPK2 inh: 4; NCOA3 inh: 8; TWEAK Fn14 block: 3; TROY NFkB inh: 16; Exocytosis inh: -1; SRC1 inh: 1; ABHD5 PLIN5 PPI: -5

How did CC(NC(=O)c1ccc(Br)cc1)C(=O)NC1=NCCS1 (stereo unspecified) do in these assays?
COUP-TFII inh: 10; NR5A2 inv ag: 7; SRC2 inh: 14; TLR9-MyD88 block: 9; NOD2-RIPK2 inh: 5; NCOA3 inh: 0; TWEAK Fn14 block: -29; TROY NFkB inh: 11; Exocytosis inh: -1; SRC1 inh: -20; ABHD5 PLIN5 PPI: -2

Results for Nc1nonc1-n1nnc(C(=O)N/N=C/c2cccc(Cl)c2)c1-c1cccs1 ?
COUP-TFII inh: 17; NR5A2 inv ag: 4; SRC2 inh: 21; TLR9-MyD88 block: 6; NOD2-RIPK2 inh: -1; NCOA3 inh: 27; TWEAK Fn14 block: 51*; TROY NFkB inh: 6; Exocytosis inh: 18; SRC1 inh: 8; ABHD5 PLIN5 PPI: -1

Results for COc1ccc2nc(N3C(=O)C(O)=C(C(=O)c4ccco4)C3c3ccco3)sc2c1 (stereo unspecified) ?
COUP-TFII inh: -12; NR5A2 inv ag: -5; SRC2 inh: 1; TLR9-MyD88 block: 4; NOD2-RIPK2 inh: -6; NCOA3 inh: -6; TWEAK Fn14 block: -2; TROY NFkB inh: -6; Exocytosis inh: 0; SRC1 inh: 0; ABHD5 PLIN5 PPI: -1

How did COc1cccc(OCC(=O)NNC(=O)c2cccs2)c1 do in these assays?
COUP-TFII inh: 7; NR5A2 inv ag: 4; SRC2 inh: 2; TLR9-MyD88 block: -2; NOD2-RIPK2 inh: 14; NCOA3 inh: 21; TWEAK Fn14 block: -10; TROY NFkB inh: 0; Exocytosis inh: 1; SRC1 inh: 6; ABHD5 PLIN5 PPI: -6

How did CCOc1ccc(CN(C)c2ccc(S(=O)(=O)N3CCN(C)CC3)cc2[N+](=O)[O-])cc1OC do in these assays?
NR5A2 inv ag: 23; TLR9-MyD88 block: -12; NOD2-RIPK2 inh: -21; NCOA3 inh: 17; TWEAK Fn14 block: 19; TROY NFkB inh: 23; Exocytosis inh: 2; SRC1 inh: 7; ABHD5 PLIN5 PPI: 1

What do the screens show for `C=CCn1c(/N=C/c2ccc(N(C)C)cc2)nc2ccccc21`?
COUP-TFII inh: -7; NR5A2 inv ag: 14; SRC2 inh: 2; TLR9-MyD88 block: 9; NOD2-RIPK2 inh: -10; NCOA3 inh: 4; TWEAK Fn14 block: -4; TROY NFkB inh: 9; Exocytosis inh: 1; SRC1 inh: 9; ABHD5 PLIN5 PPI: 2

Results for CCCCc1nc(N)c(C#N)c(-c2ccco2)c1CCC ?
COUP-TFII inh: 21; NR5A2 inv ag: 5; SRC2 inh: 1; TLR9-MyD88 block: 1; NOD2-RIPK2 inh: -2; NCOA3 inh: 8; TWEAK Fn14 block: 19; TROY NFkB inh: 7; Exocytosis inh: -1; SRC1 inh: 18; ABHD5 PLIN5 PPI: 5

Results for NC(=O)C1CCN(CC(=O)Nc2ccccc2C(=O)NC2CC2)CC1 ?
COUP-TFII inh: -4; NR5A2 inv ag: -9; SRC2 inh: -20; TLR9-MyD88 block: -1; NOD2-RIPK2 inh: 11; NCOA3 inh: 6; TWEAK Fn14 block: 5; TROY NFkB inh: 6; Exocytosis inh: 2; SRC1 inh: 2; ABHD5 PLIN5 PPI: 3

Results for C=CCN1C(=O)C2(C(C(=O)c3ccc(C)o3)=C(O)C(=O)N2CCCN2CCOCC2)c2ccccc21 (stereo unspecified) ?
COUP-TFII inh: -3; NR5A2 inv ag: 15; SRC2 inh: 18; TLR9-MyD88 block: -6; NOD2-RIPK2 inh: -8; NCOA3 inh: 18; TWEAK Fn14 block: -13; TROY NFkB inh: 20; Exocytosis inh: -2; SRC1 inh: -1; ABHD5 PLIN5 PPI: -2

Overlap with the part before: two compounds, followed by the next part.
Results for NC(=O)C1CCN(CC(=O)Nc2ccccc2C(=O)NC2CC2)CC1 ?
COUP-TFII inh: -4; NR5A2 inv ag: -9; SRC2 inh: -20; TLR9-MyD88 block: -1; NOD2-RIPK2 inh: 11; NCOA3 inh: 6; TWEAK Fn14 block: 5; TROY NFkB inh: 6; Exocytosis inh: 2; SRC1 inh: 2; ABHD5 PLIN5 PPI: 3

Results for C=CCN1C(=O)C2(C(C(=O)c3ccc(C)o3)=C(O)C(=O)N2CCCN2CCOCC2)c2ccccc21 (stereo unspecified) ?
COUP-TFII inh: -3; NR5A2 inv ag: 15; SRC2 inh: 18; TLR9-MyD88 block: -6; NOD2-RIPK2 inh: -8; NCOA3 inh: 18; TWEAK Fn14 block: -13; TROY NFkB inh: 20; Exocytosis inh: -2; SRC1 inh: -1; ABHD5 PLIN5 PPI: -2

How did Cc1ccc2nc(-c3ccc(NC(=O)COC(=O)c4ccco4)cc3)sc2c1 do in these assays?
COUP-TFII inh: -55; NR5A2 inv ag: -152; SRC2 inh: -21; TLR9-MyD88 block: 6; NOD2-RIPK2 inh: -11; NCOA3 inh: -71; TWEAK Fn14 block: 52*; TROY NFkB inh: 7; Exocytosis inh: 4; SRC1 inh: -132; ABHD5 PLIN5 PPI: 6

What do the screens show for `CC1(C)O[C@@H]2[C@H](O1)[C@@H](CO)O[C@H]2n1cnc2c(=O)[nH]cnc21`?
COUP-TFII inh: -13; NR5A2 inv ag: 1; SRC2 inh: -22; TLR9-MyD88 block: 0; NOD2-RIPK2 inh: 8; NCOA3 inh: 8; TWEAK Fn14 block: 15; TROY NFkB inh: 15; Exocytosis inh: 2; SRC1 inh: -5; ABHD5 PLIN5 PPI: -5

Results for CCCN1C(=O)COc2ccc(-c3n[nH]c(=O)c4ccccc34)cc21 ?
COUP-TFII inh: 5; NR5A2 inv ag: -5; SRC2 inh: 3; TLR9-MyD88 block: -5; NOD2-RIPK2 inh: -9; NCOA3 inh: 18; TWEAK Fn14 block: -14; TROY NFkB inh: -28; Exocytosis inh: -2; SRC1 inh: 2; ABHD5 PLIN5 PPI: -2

What do the screens show for `COc1ccc(CC(=O)NCC(C)(C)N2CCOCC2)cc1`?
COUP-TFII inh: -8; NR5A2 inv ag: -11; SRC2 inh: -6; TLR9-MyD88 block: 5; NOD2-RIPK2 inh: -9; NCOA3 inh: -2; TWEAK Fn14 block: 0; TROY NFkB inh: -3; Exocytosis inh: 0; SRC1 inh: 4; ABHD5 PLIN5 PPI: 4

How did Cc1ccc(C(C)C)cc1OCC(=O)NNC(=O)Nc1ccccc1 do in these assays?
COUP-TFII inh: -8; NR5A2 inv ag: -11; SRC2 inh: 8; TLR9-MyD88 block: 2; NOD2-RIPK2 inh: 6; NCOA3 inh: 12; TWEAK Fn14 block: -4; TROY NFkB inh: -4; Exocytosis inh: -1; SRC1 inh: -4; ABHD5 PLIN5 PPI: -14

What do the screens show for `CCOc1cc(C2C(C(=O)c3ccco3)=C(O)C(=O)N2CCc2ccccc2)ccc1O` (stereo unspecified)?
COUP-TFII inh: 5; NR5A2 inv ag: 18; SRC2 inh: 3; TLR9-MyD88 block: 4; NOD2-RIPK2 inh: 2; NCOA3 inh: 13; TWEAK Fn14 block: 3; TROY NFkB inh: -3; Exocytosis inh: -1; SRC1 inh: -4; ABHD5 PLIN5 PPI: 0

What do the screens show for `Fc1ccc2c(Cl)c(-c3nnc(-c4cccs4)o3)sc2c1`?
COUP-TFII inh: -12; NR5A2 inv ag: -12; SRC2 inh: -49; TLR9-MyD88 block: -2; NOD2-RIPK2 inh: -1; NCOA3 inh: -49; TWEAK Fn14 block: 27; TROY NFkB inh: 7; Exocytosis inh: -6; SRC1 inh: -57; ABHD5 PLIN5 PPI: 0

Results for COc1ccc(/C(O)=C2\C(=O)C(=O)N(Cc3ccco3)C2c2ccc(OC)cc2OC)cc1 (stereo unspecified) ?
COUP-TFII inh: 11; NR5A2 inv ag: 5; SRC2 inh: -8; TLR9-MyD88 block: -13; NOD2-RIPK2 inh: -2; NCOA3 inh: -4; TWEAK Fn14 block: 1; TROY NFkB inh: -3; Exocytosis inh: -2; SRC1 inh: -8; ABHD5 PLIN5 PPI: 29*

How did O=C(NC(=S)NCC1CCCO1)c1ccco1 (stereo unspecified) do in these assays?
COUP-TFII inh: -3; NR5A2 inv ag: -1; SRC2 inh: 1; TLR9-MyD88 block: 2; NOD2-RIPK2 inh: 2; NCOA3 inh: -1; TWEAK Fn14 block: 0; TROY NFkB inh: 10; Exocytosis inh: -1; SRC1 inh: -22; ABHD5 PLIN5 PPI: 0

What do the screens show for `c1ccc(CCn2cccc2)nc1`?
COUP-TFII inh: -7; NR5A2 inv ag: 6; SRC2 inh: -11; TLR9-MyD88 block: 3; NOD2-RIPK2 inh: -2; NCOA3 inh: -16; TWEAK Fn14 block: -1; TROY NFkB inh: -16; Exocytosis inh: 4; SRC1 inh: -28; ABHD5 PLIN5 PPI: 6

What do the screens show for `COc1ccc(CCN(C)C(=O)CSc2nnnn2C)cc1OC`?
COUP-TFII inh: 22; NR5A2 inv ag: 3; SRC2 inh: -3; TLR9-MyD88 block: 5; NOD2-RIPK2 inh: 9; NCOA3 inh: 0; TWEAK Fn14 block: 3; TROY NFkB inh: 29; Exocytosis inh: 4; SRC1 inh: -11; ABHD5 PLIN5 PPI: 2

How did C#CCN(C(=O)c1cc(COc2ccc(C)c(C)c2)on1)C1CCCCC1 do in these assays?
COUP-TFII inh: 3; NR5A2 inv ag: -8; SRC2 inh: -61; TLR9-MyD88 block: -1; NOD2-RIPK2 inh: -7; NCOA3 inh: 15; TWEAK Fn14 block: 3; TROY NFkB inh: -3; Exocytosis inh: 14; SRC1 inh: 6; ABHD5 PLIN5 PPI: 0

What do the screens show for `CCCCN1C(=N)N([C@@H](C)CN2CCC[C@H]2CN2C(N)=NC[C@H]2CC(C)C)C[C@H]1[C@H](C)CC`?
COUP-TFII inh: 0; NR5A2 inv ag: -16; SRC2 inh: -8; TLR9-MyD88 block: 0; NOD2-RIPK2 inh: -2; NCOA3 inh: 3; TWEAK Fn14 block: -4; TROY NFkB inh: -4; Exocytosis inh: -4; SRC1 inh: -1; ABHD5 PLIN5 PPI: 3

Results for Cc1ccc(Oc2ncccc2C(=O)NC2CCSC2=O)cc1 (stereo unspecified) ?
COUP-TFII inh: -12; NR5A2 inv ag: -7; SRC2 inh: -5; TLR9-MyD88 block: 2; NOD2-RIPK2 inh: -3; NCOA3 inh: 18; TWEAK Fn14 block: 9; TROY NFkB inh: 6; Exocytosis inh: -3; SRC1 inh: -7; ABHD5 PLIN5 PPI: 4

Results for COc1ccc(CNc2nc(NCc3ccc(OC)cc3)n(C(C)=O)n2)cc1 ?
COUP-TFII inh: 20; NR5A2 inv ag: 5; SRC2 inh: 15; TLR9-MyD88 block: -8; NOD2-RIPK2 inh: 4; NCOA3 inh: 9; TWEAK Fn14 block: -13; TROY NFkB inh: 8; Exocytosis inh: 0; SRC1 inh: -5; ABHD5 PLIN5 PPI: 2

How did O=S(=O)(c1c(Cl)cc(Br)cc1Cl)N1CCN(C(=S)NC2CC2)CC1 do in these assays?
COUP-TFII inh: 7; NR5A2 inv ag: 15; SRC2 inh: -7; TLR9-MyD88 block: -5; NOD2-RIPK2 inh: 3; NCOA3 inh: -6; TWEAK Fn14 block: 8; TROY NFkB inh: 0; Exocytosis inh: -3; SRC1 inh: 12; ABHD5 PLIN5 PPI: -2
